# Screens as filed in PubChem BioAssay.
# LGR2 antag: Drosophila LGR2 receptor signaling inhibition; HEK293 LGR2, CRE-luciferase, bursicon-stimulated, 4 h; inhibition, % at 9.99 µM; 0.35% of 380,000 active; AID 720647;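 active means drop in luminescence signal, shown as inhibition above about 50% in the replicate tests, limit read from the data, passing the limit was not always enough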;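 further: agonist challenge used bursicon conditioned medium at about half maximal strength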
# Statin myotox sup: suppressors of simvastatin-induced myotoxicity in C2C12 myotubes. 0.78% of 330,000 active. ATP luminescence, 48 h; scaled: DMSO 0, geranylgeraniol control 100. rescue of ATP level, % at 7.49 µM. AID 602340;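 active means mean ATP rescue above about 67%, or every replicate alone reaching that limit, limit read from the data, passing the limit was not always enough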;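 further: myotubes were challenged with 10 µM simvastatin during compound exposure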
# PglD DTNB: PglD (C. jejuni) enzyme inhibition | 0.098% of 360,000 active | inhibition, % at 12.5 µM | purified PglD enzyme, DTNB colorimetric CoA detection | AID 602405; in the data active means inhibition above about 16%, passing the limit was not always enough; further: strong numbers were not always called active
# PAX8 reporter: PAX8 transcriptional activity inhibition | RMG-I TPO-luciferase reporter, SteadyGlo, 24 h | inhibition, % at 12.6 µM | 1.2% of 360,000 active | AID 652154;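 active means mean replicate inhibition at least 60% with every replicate also reaching 60%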;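 further: luciferase light reporting Pax8 driven TPO promoter activity; plate controls were median of neutral control wells for no effect and mitoxantrone controls for full effect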
# Cneo AK release: causes C. neoformans cell lysis. lysis activity, % at 15 µM. 0.2% of 360,000 active. AID 651654. adenylate kinase release luminescence, 4 h; normalised: neutral wells 0, clomiphene wells 100;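 active means mean lysis activity across replicates of at least 80%, whatever share of replicates individually reach that level; inactive means mean lysis activity below 80%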
#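 Material: C. neoformans cells | Amount: Yeast cell density of 5 × 10^6 cells/mL | Medium: Fresh YPD growth medium | Dosing: Single dose | Times: Static 4 h at 37 °C with compound, 1 h detection | Detection: AK luminescence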
# GSIS activator: GLuc luminescence reporter in INS-1E cells, primary screen for activators of glucose-dependent secretion of insulin; INS-1E GLuc reporter insulin secretion, 2-3 h; activation, % at 16.6 µM; 0.61% of 370,000 active; AID 743287;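 active means lowest replicate activation of at least 40%, so every replicate reaches that level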;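 further: 0% = median of neutral control wells and 100% = median of IBMX positive control wells; some compounds called inactive have numbers as strong as hits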
# ARNT TACC3 PPI: disruptors of human ARNT/TACC3 interaction | Q9Y6A5 | AlphaScreen His-ARNT PAS-B/GST-TACC3 binding, luminescence; TACC3 fragment carries E629A point mutation | inhibition, % at 9.99 µM | 0.66% of 390,000 active | AID 623870;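 active means mean inhibition of replicates at least 50% and at least half of replicates each reaching 50%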;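 further: 0% = complete ARNT plus TACC3 wells and 100% = ARNT alone without TACC3; many hits fall short of the cut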
# PGC1a acetyl inh: lowers PGC1a acetylation signal in U2OS cells. AlphaScreen anti-acetyl-lysine; with virally co-expressed GCN5 acetyltransferase. inhibition, % at 15.6 µM. 0.17% of 350,000 active;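 active means every replicate shows inhibition of at least 40%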;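 further: 0% = neutral control wells and 100% = positive control wells; some results beyond the cut were filed as inactive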
# Starred values were filed as active, the others as inactive; x = not tested or not shown; & = joins results of further samples. Outcome played no part in choosing rows; about 2.9% have a hit in one of these screens.
SMILES,LGR2 antag,Statin myotox sup,PglD DTNB,PAX8 reporter,Cneo AK release,GSIS activator,ARNT TACC3 PPI,PGC1a acetyl inh
O=C1c2ccc(Oc3ccc([N+](=O)[O-])cc3)cc2C(=O)N1CCCO,-5,5,-4,11,-2,0,9,-7
CC(C)C[C@@H](CO)N1CCN(Cc2ccc(O)cc2)CCC1=O,-15,12,-6,4,-3,2,4,7
CNC(=O)c1ccsc1NC(=O)CCS(=O)(=O)c1ccccc1,16,x,x,27,x,-2,-13,x
COc1ccc(C(=O)OCC#CCSc2nnc(-c3cccc4ccccc34)o2)cc1,-5,7,-2,-10,0,-3,-5,1
Cc1ccc(CNC(=O)Cn2ccc3cc(S(=O)(=O)N4CCCCCC4)ccc32)cc1,-11,-44,4,10,3,-47,6,-7
COc1cccc(CN2c3ccc(Br)cc3C(=O)CS2(=O)=O)c1,15,-4,-4,1,-1,14,3,6
O=C(NCCCN1CCOCC1)c1cccc(S(=O)(=O)Nc2ccccc2Cl)c1,4,12,1,x,-1,-5,-5,2
Cc1ccc(C(=O)N2CCN(c3ccccc3O)CC2)cc1S(=O)(=O)N1CCCCC1,9,5,1,16,-1,-10,-7,-6
C[C@@H]1CCCCO[C@@H](CN(C)S(=O)(=O)c2ccc(F)cc2)[C@H](C)CN([C@@H](C)CO)C(=O)c2cc(NC(=O)CCCN(C)C)ccc2O1,-7,x,0,5,-11,-9,-3,4
CC(OC(=O)CC1CC2CCC1C2)C(=O)Nc1ccc(N2CCOCC2)cc1 (stereo not drawn),x,-4,-3,-23,1,-6,x,x
CCOc1cc(C(=O)Nc2nnc(CC)s2)ccc1OCC(=O)N1CCOCC1,x,-2,-1,x,0,x,-1,0
O=C1OCC2=C1C(c1ccc(Cl)cc1)c1cc3c(cc1O2)OCO3 (stereo not drawn),-11,x,x,11,x,-17,13,3
O=C(c1ccc(F)cc1)C1CCN(C(=O)c2ccncc2)CC1,7,11,2,x,-1,12,-5,-6
O=C(O)CSC(C(=O)Nc1ccc(Br)cc1)c1ccc(Cl)cc1 (stereo not drawn),0,x,x,5,x,-10,-2,x
O=S(=O)(NCc1ccc2c(c1)OCO2)c1ccc2c(c1)oc1ccccc12,1,6,1,x,-1,5,1,-1
CCOc1ccc2ccccc2c1C(=O)Nc1cc(=O)n(C)c(=O)n1C,-10,-1,-1,7,-1,-19,0,-4
COc1ccc(NC(=O)Nc2cccc3c2O[C@@H](CN(C)Cc2ccc(C(=O)Nc4ccccc4N)cc2)[C@@H](C)CN([C@H](C)CO)C3=O)cc1,-4,x,x,-11,x,2,x,-5
C[C@H](CO)N1C[C@H](C)[C@@H](CN(C)C(=O)Nc2ccccc2)Oc2ccc(NC(=O)CCN3CCOCC3)cc2C1=O,4,2&-1,8&-3,-4&-23,4&-1,-4,-2&-4,-6&-2
O=C(CNC(=O)c1ccc(F)cc1)N/N=C/c1cc(Br)ccc1OCc1ccccc1,19,x,19,11,7,-4,12,5
CC1CCN(C(=O)COC(=O)CNC(=O)C23CC4CC(CC(C4)C2)C3)CC1,-4,1,4,0,1,-7,-35,-3
COc1ccc(C(=O)Nc2nc(CC(=O)NCCc3ccccc3)cs2)cc1,-20,x,x,-76,x,-34,-1,x
CC1CCN(CCc2nc3cc(NC(=O)C(C)C)ccc3n2C)CC1,-4,4,2,-7,2,-9,-3,-9
CC(C)(C)c1ccc(/C=N/Nc2nncn2N)cc1,-17,-4,-4,7,2,-25,-8,x
CCN1CCN(Cc2ccc(NC(=O)c3ccc(C)c(NC(=O)C4=NN(c5ccccc5)C(=O)C4)c3)cc2C(F)(F)F)CC1,0&-2,-13&-5,-1&-3,1&23,0&1,15&-5,-4,-7&1
CCn1c(COc2ccccc2)nnc1SCC(=O)Nc1ccc2c(c1)OCCO2,x,7,4,x,0,x,0,x
# The list goes on.
SMILES,LGR2 antag,Statin myotox sup,PglD DTNB,PAX8 reporter,Cneo AK release,GSIS activator,ARNT TACC3 PPI,PGC1a acetyl inh
C[C@@H]1CCCCO[C@H](CN(C)S(=O)(=O)c2cn(C)cn2)[C@@H](C)CN([C@@H](C)CO)C(=O)c2cc(NC(=O)CCCN(C)C)ccc2O1,-1,x,-4,-5,-6,30,0,22
O=C(CSc1ncnc2c1oc1ccccc12)NC1CCCC1,3,-11,-3,x,0,-4,-3,x
Cc1cccc(NC(=O)COC(=O)Cc2c[nH]c3ccccc23)c1C,49,x,x,21,x,17,-6,x
O=C(C[C@H]1C=C[C@@H](NC(=O)C2CC2)[C@@H](CO)O1)NCc1ccccc1Cl,-1,-15,4,1,-5,-7,18,-13
O=c1c2ccc([N+](=O)[O-])cc2ncn1Cc1ccccc1C(F)(F)F,-1,x,x,7,x,8,3,x
CC(C)NC(=O)Nc1ccc2c(c1)C(=O)N(C)[C@H]1CC[C@@H](CC(=O)NC3CCCCC3)O[C@@H]1CO2,-4,1,3,3,-1,-3,-1,-8
Cc1ccc(-n2ncc3c2CC(C)(C)CC3NC(=O)CCc2ccc(=O)[nH]n2)cc1 (stereo not drawn),8,1,14,4,2,-5,2,-5
CCCNC(=O)[C@@H]1[C@@H](CO)[C@@H]2Cn3c(ccc(-c4cccc(C(=O)N(C)C)c4)c3=O)[C@H]1N2,-2,-28,3,-56,43,3,-5,x
Nc1c(C(=O)NCCN2CCOCC2)c2nc3ccccc3nc2n1-c1cccc(F)c1,x,-6,-2,x,-1,x,-13,2
CCCN1C[C@H](C)[C@H](OC)CN(C)C(=O)c2cc(NC(=O)Nc3cccc(OC)c3)ccc2OC[C@@H]1C,-5,5,x,x,x,7,x,-15
O=C(CCSCc1cccc(F)c1)NCc1ccc(F)cc1,-32,15,-6,13,2,-18,1,0
C[C@@H]1CN([C@H](C)CO)C(=O)c2cc(/C=C/c3ccccc3)cnc2O[C@H]1CN(C)C(=O)c1ccc(F)cc1,8,21,0,x,45,-28,1,3
Cc1ccn2cc(C(=O)N3CCN(c4cnn(-c5ccccc5)c(=O)c4Cl)CC3)nc2c1,-4,-14,6,18,-1,-4,12,-3
CC(=O)Nc1cccc(C(=O)N2CCN(S(=O)(=O)c3ccc(C4CCCCC4)cc3)CC2)c1,-9,-7,5,15,0,-32,x,x
Cc1[nH]c2ccccc2c1C(=O)C(=O)Nc1ccc2c(c1)OCO2,-48,-24,0,-128,-4,-1,17,x
COc1ccc(N2CCN(C(=O)c3cn(CC4CCCCC4)nn3)CC2)cc1,-9,2,-1,-17,-1,-9,5,8
Cc1noc(C)c1C(=O)NCC1COc2ccccc2O1 (stereo not drawn),5,4,-1,-7,-2,21,x,3
CCOC(=O)C1CN(c2cc3c(cc2F)c(=O)c(C(=O)O)cn3CC)OC1C(=O)OCC (stereo not drawn),13,11,1,x,-1,-12,4,11
O=C(CC1CC1)Nc1ccc2c(c1)[C@@H]1C[C@H](CC(=O)NC3CCCC3)O[C@H](CO)[C@@H]1O2,-23,-2,2,2,0,4,-6,-5
COc1ccc(/C(O)=C2/C(=O)C(=O)N(CCCN(C)C)C2c2ccc(Cl)cc2)cc1OC (stereo not drawn),x,-1,-2,x,0,x,3,1
O=C(c1cccc(C(F)(F)F)c1)C1CCCN(C(=O)/C=C/c2cnc[nH]2)C1 (stereo not drawn),7,x,4,12,6,6,1,7
CCCNc1ncnc2onc(C)c12,-32,x,x,-8,x,6,-8,x
CCOC(=O)c1ccc(NC(=O)COc2ccccc2OC)cc1,-2,x,8,x,1,8,0,-7
C[C@H](CO)N1C[C@H](C)[C@@H](CN(C)C(=O)Nc2cccc3ccccc23)Oc2c(NS(C)(=O)=O)cccc2C1=O,-10,-4,2,-6,-2,5,x,-3
COC(=O)Cn1cnc2c(nnn2-c2ccc(OC)cc2)c1=O,2,-1,-1,4,0,27,-4,-9

# 2 compounds picked at random from the list so far, as already listed:
SMILES,LGR2 antag,Statin myotox sup,PglD DTNB,PAX8 reporter,Cneo AK release,GSIS activator,ARNT TACC3 PPI,PGC1a acetyl inh
O=C(CSc1ncnc2c1oc1ccccc12)NC1CCCC1,3,-11,-3,x,0,-4,-3,x
O=C(CCSCc1cccc(F)c1)NCc1ccc(F)cc1,-32,15,-6,13,2,-18,1,0

# The listing continues:
SMILES,LGR2 antag,Statin myotox sup,PglD DTNB,PAX8 reporter,Cneo AK release,GSIS activator,ARNT TACC3 PPI,PGC1a acetyl inh
C[C@@H]1CN([C@@H](C)CO)S(=O)(=O)c2ccc(C3=CCCC3)cc2O[C@H]1CN(C)C(=O)c1ccc(F)cc1,-19,-44,-2,27,1,-29,-10,8
COC(=O)c1ccc(-c2n[nH]c(=O)c3ccccc23)cc1,x,-5,4,13,0,x,-6,-4
CN(C)c1ccc(-c2ccnc3c2CC(C)(C(=O)Nc2ccccc2)O3)cc1 (stereo not drawn),-3,x,-5,7,1,-5,x,x
COCCCN1C(=O)C(CC(=O)NC2CCCCC2)CC(C(=O)N(C)C)=C1C (stereo not drawn),-14,-2,-2,-14,3,24,x,4
Cc1ccccc1-n1nnc2c(=O)oc3ccccc3c21,x,x,9,x,0,x,-4,-3
CN(CCOC(=O)c1ccc2c(c1)OCO2)C(C)(C)C,15,x,x,5,x,21,26,0
CCNC(=O)C(CC(C)C)NC(=O)C(CO)NC(=O)C1CCC(=O)N1 (stereo not drawn),2,x,-1,21,12,30,2,1
COc1ccc(CN2[C@@H](CO)[C@@H]3c4ccccc4NC[C@@H]32)cc1,-8,15,2,20,-2,7,2,4
Cc1cc(C(=O)Nc2cc(Br)ccc2O)on1,-1,8,-3,21,0,-5,-9,21
O=S(=O)(c1cccc2nonc12)N1CCCCC1,2,10,-5,5,1,61,4,x
CCOC(=O)c1c(C)[nH]c(C)c1C(=O)COc1ncnc2cc([N+](=O)[O-])ccc12,11,x,x,16,x,-13,19,8
N#Cc1nc(N2CCCCC2)nc(N2CCOCC2)n1,-6,59,3,x,-2,40,-2,10
Cc1c(C(=O)NCC2CCCO2)oc2c(Cl)cccc12 (stereo not drawn),4,14,-1,-11,-1,24,-2,x
O=C(CSc1nc2ccccc2c(=O)n1-c1ccccc1Cl)Nc1cccc(S(=O)(=O)N2CCOCC2)c1,5,x,-8,-3,-1,15,-6,-10
O=C(NC(c1ccccc1)c1ccsc1)C1CCN(Cc2ccc(Cl)c(Cl)c2)CC1 (stereo not drawn),-4,0,2,10,1,x,x,x
C[C@H](CO)N1C[C@H](C)[C@@H](CN(C)S(C)(=O)=O)OCCCC[C@H](C)Oc2ccc(NS(C)(=O)=O)cc2C1=O,21,x,0,-19,0,12,3,-1
CCCCCCOc1ccc(N2C(=O)CC(N3CCN(CCN=CC4=C(O)CC(C)(C)CC4=O)CC3)C2=O)cc1 (stereo not drawn),-1,x,x,12,x,4,22,3
C[C@@H]1CN([C@@H](C)CO)C(=O)c2cc(NC(=O)c3ccncc3)ccc2O[C@H]1CN(C)C(=O)Nc1ccc2c(c1)OCO2,-20,15,10,x,0,26,-8,-1
CC(C)C[C@@H]1NC(=O)[C@H]2C[C@@H](C(=O)NCCCCCNC(=O)CS)[C@@H](c3cccc(OCCO)c3)N2C1=O,x,x,0,4,-4,x,-3,3
CCOC(=O)C1=C(N)c2ccccc2CC1C(C)C (stereo not drawn),-6,123*,2,x,4,-20,11,2

# Laid out differently: entries from further up.
compound: C[C@H](CO)N1C[C@H](C)[C@@H](CN(C)S(C)(=O)=O)OCCCC[C@H](C)Oc2ccc(NS(C)(=O)=O)cc2C1=O
  LGR2 antag: 21; Statin myotox sup: x; PglD DTNB: 0; PAX8 reporter: -19; Cneo AK release: 0; GSIS activator: 12; ARNT TACC3 PPI: 3; PGC1a acetyl inh: -1

compound: O=C(CSc1nc2ccccc2c(=O)n1-c1ccccc1Cl)Nc1cccc(S(=O)(=O)N2CCOCC2)c1
  LGR2 antag: 5; Statin myotox sup: x; PglD DTNB: -8; PAX8 reporter: -3; Cneo AK release: -1; GSIS activator: 15; ARNT TACC3 PPI: -6; PGC1a acetyl inh: -10
